High-throughput results as filed in PubChem BioAssay.
PhoP GFP inhibition: PhoP regulon inhibitors, Salmonella typhi PhoP promoter GFP reporter, confirmatory (AID 1850) | Salmonella Typhi PhoP-promoter GFP reporter, fluorescence, 4 h; higher % means a stronger effect | 310,000 tested, 0.33% active | inhibition, % at 50 µM, or IC50 in µM where a hit was titrated; in the data active means a potency from the dose series; inconclusive means inhibition mostly from about 25% at the one dose, without a potency; inactive means the rest, 99 in 100 with inhibition below about 19%;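 further: 0% = induced wells with vehicle and 100% = uninduced wells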
tuberculosis growth: growth inhibition of non-replicating M. tuberculosis (AID 488890) | Mycobacterium tuberculosis non-replicating, growth inhibition; higher % means a stronger effect | one-dose inhibition, % at 25 µM; IC50 in µM for titrated hits | 320,000 tested, 0.39% active; in the data active means a potency from the dose series; inconclusive means inhibition mostly from about 82% at the one dose, without a potency; inactive means the rest, 99 in 100 with inhibition below about 76%;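 further: plate controls were DMSO cells for no effect and high antibiotic wells for full effect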
M. tuberculosis HTS: M. tuberculosis growth inhibition, HTS (AID 449762); M. tuberculosis H37Rv growth inhibition, 7H9 media; higher % means a stronger effect; 330,000 tested, 0.59% active; inhibition, % at 25 µM, or IC50 in µM where a hit was titrated; in the data active means a potency from the dose series; inconclusive means inhibition above about 70% without an active follow-up result;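 further: bacterial growth assessed after seven days of incubation; strong numbers were not always called active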
VEEV TC-83 Vero: inhibitors of VEEV TC-83 cytopathic effect, confirmation, Vero cells (AID 588727). Vero cells, VEEV TC-83 cytopathic effect inhibition; higher % means a stronger effect. inhibition, % at 20 µM; hits with a dose series show IC50 in µM. 350,000 tested, 0.13% active; in the data active means a potency from the dose series; inconclusive means inhibition mostly from about 14% at the one dose, without a potency; inactive means the rest, 99 in 100 with inhibition below about 12%; further: strong numbers were not always called active
influenza NS1A: H1N1 influenza NS1A inhibitors, functional cell based assay (AID 504329); NS1A functional cell-based assay, percent inhibition; higher % means a stronger effect; inhibition, % at 12.5 µM; hits with a dose series show IC50 in µM; 340,000 tested, 0.3% active; in the data active means a potency from the dose series; inconclusive means inhibition above about 27% without an active follow-up result; further: strong numbers were not always called active
VEEV TC-83 Vero 10K pilot screen: second read-out of VEEV TC-83 Vero, no call of its own (marks repeat the call); inhibition, %; measured here: 10K pilot screen inhibition
* marks the source's active call; other numbers are inactive results; i = inactive; ? = inconclusive; / = not tested or not shown; & = joins results of further samples.

SMILES | PhoP GFP inhibition | tuberculosis growth | M. tuberculosis HTS | VEEV TC-83 Vero | influenza NS1A | others
O=C(NCCC1=CCCCC1)C1CCN(C(=O)Cc2ccccc2)CC1 | 0% | 11% | -4% | i | 0%
O=Cc1cn(CC(=O)Nc2ccccc2)c2ccccc12 | 1% | 7% | 6% | 0.1% | -4%
COC(=O)C1=C(c2cc3ccccc3o2)C[C@@H]2CC[C@H]1N2C(=O)NCCNC(C)=O | -4% | 0% | -4% | 0.1% | -8%
COc1ccc(Cl)cc1NS(=O)(=O)c1cccc(C(=O)NCCCN2CCCC2=O)c1 | -6% | -5% | -19% | 0.4% | -7%
O=C(CSc1ccc2ccccc2c1)NCCCN1CCCC1=O | -8% | -2% | -3% | i | 3%
COc1ccc(C2C(C)C(=O)C(C)C(c3ccc(OC)cc3)N2N=O)cc1 (centres undefined) | / | / | / | 2.7% | 1%
COc1ccc2nc(C)cc(SCC(NC(C)=O)C(=O)OC(C)C)c2c1 (centres undefined) | -2% | 7% | -2% | 0.6% | -18%
CCNC(=S)NNC(=O)c1csc(C)c1 | -6% | -20% | -5% | 0.7% | 0%
CCCc1nc2sc3ccccc3c(=O)c2c(=O)n1Cc1ccco1 | / | / | / | 7.6% | 11%
CC(C)CNC(=S)NC(=O)c1ccc(F)cc1 | 4% | 32% | 3% | 1.0% | -6%
CC(C)Cn1c(CCC(=O)O)ccc1-c1cccs1 | 6% | 16% | -3% | 1.0% | 5%
Oc1c(C=C2N=c3ccccc3=N2)sc(=S)n1C1CCCC1 | 8% | 2% | -5% | 0.6% | 6%
CN(C)c1ccc(/C=C/C=C2/SC(=S)N(c3ccccc3)C2=O)cc1 | -2% | 19% | 14% | 0.4% | 5.5µM* | VEEV TC-83 Vero 10K pilot screen=0.3
O=C1CC(c2ccccc2)n2nc(N3C(=O)c4ccccc4C3=O)nc2N1 (centres undefined) | -4% | -8% | 11% | i | -2%
CCOC(=O)c1c(C)[nH]c(C(=O)OC(C)C(=O)Nc2ccccc2OC)c1C (centres undefined) | 6% | -6% | 2% | 9.9% | -6%
Cc1cccc(NC(=O)CN2C(=O)NC(C)(c3ccc4ccccc4c3)C2=O)n1 (centres undefined) | 1% | 5% | 21% | 11% | 15%
COc1ccc(S(=O)(=O)N2CCCCCC2)cc1C(=O)NCc1ccc(C)cc1 | / | 0% | -3% | 1.2% | 4%
COCCNC(=O)C(c1ccc(C)cc1)N(C(=O)CCC(=O)Nc1ccccn1)C1CCCCC1 (centres undefined) | 6% | 3% | -2% | 0.2% | 3%
COc1ccccc1C(CNC(=O)C1CC(=O)N(Cc2ccccc2)C1)N1CCCC1 (centres undefined) | / | 22% | -22% | i | 1%
CCc1ccc(N2C(=O)Nc3ccccc3C2(O)C(=O)N2CCN(c3ccccn3)CC2)cc1 (centres undefined) | -21% | 13% | -5% | 4.2% | -1%
CC1(C)O[C@@H]2C[C@H]3[C@@H]4C[C@H](F)C5=CC(=O)CC[C@]5(C)[C@H]4[C@@H](O)C[C@]3(C)[C@]2(C(=O)CO)O1 | -6%&-3% | 0% | 4% | 0.5% | 1%
CC(=O)c1cccc(NC(=O)COc2ccccc2C(=O)c2cc(C#N)c(=O)n(C3CCCCC3)c2)c1 | -3% | 50% | 8% | 9.1% | 2%
C=C(C)COc1ccc(-c2nc(N)nc(C)c2-c2ccc(OC)cc2)c(O)c1 | -11% | 9% | -6% | 5.3% | 7%
CC(CNCC1CCCO1)COc1cccc2ccccc12 (centres undefined) | -1% | 15% | 3% | 0.5% | -4%
O=C(COc1ccccc1)NCC(=O)N/N=C/C=C/c1ccccc1 | 12% | -16% | -9% | 0.7% | -10%
N#Cc1nc(COc2ccc(F)cc2)oc1NCCCn1ccnc1 | -2% | 11% | -2% | 1.9% | -3%
C=CCn1nc([N+](=O)[O-])nc1Sc1cccc2cccnc12 | -6% | 9% | -2% | i | 7%
O=C(N1CCCCC1)N1CCN(C(c2ccccc2)c2ccccc2)CC1 | -11% | 14% | 8% | 1.4% | -2%
CC[C@H]1CN2CCc3cc(OC)c(OC)cc3[C@@H]2C[C@@H]1C[C@H]1NCCc2cc(OC)c(OC)cc21 | 10% | -2% | 57% | i | 8%
O=C(c1c(O)c2ccccc2oc1=O)C1CCCCC1 | -1% | ? | -11% | 2.5% | -3%
CCOC(=O)Cc1nn(CCc2ccccn2)c(=O)c2ccccc12 | 23% | -5% | -2% | 1.2% | -1%
Cc1ccc(O)c(C2=Nc3ccccc3N=C(c3cccs3)C2)c1 | 0% | 42% | 0% | 2.9% | -6%
CCC(Sc1n[nH]c(=O)[nH]c1=O)C(=O)OCc1ccccc1 (centres undefined) | 2% | -19% | -1% | 2.9% | 8%
CCc1nnc(NS(=O)(=O)c2ccc(NC(=S)NC(=O)/C=C/c3ccc(OC)cc3)cc2)s1 | -5% | 12% | 0% | 1.1% | 28%
O=C(CCc1nnc(C2CCCCC2)o1)N1CCCCC1CCn1cccn1 (centres undefined) | 4% | -6% | -7% | i | -1%
COc1cc(S(=O)(=O)NCCCn2ccnc2)ccc1Cl | -5% | 20% | -6% | i | -10%
CCc1ccc(NC(=O)C2=CC(c3cccs3)=NS(=O)(=O)N2C)cc1 | -4% | 4% | -3% | 6.7% | 9%
COc1ccc(OC)c(NC(=O)C(=S)NC2CCCCC2)c1 | 0% | 17% | 50% | 7.5% | -3%
CCOC(=O)C1(C(F)(F)F)N=C(C(F)(F)F)Nc2ccccc21 (centres undefined) | -2% | -7% | -5% | i | -1%
CCCN(CCC)c1ncnc2nc[nH]c12 | -9% | / | -4% | 1.6% | 2%
C/C(Cn1cnc([N+](=O)[O-])n1)=N/NC(=O)COc1c(Cl)cc(Cl)cc1Cl | -8% | 65% | ? | i | 3%
COC(=O)c1cn(N(C)c2ncc(C(F)(F)F)cc2Cl)c(=O)c2ccccc12 | -9% | -3% | 0% | i | 6%
COc1cc(CNc2nc3c(C)cc(C)cc3s2)ccc1O | -16% | 8% | 9% | 2.0% | -1%
Cc1ccc(F)c(NC(=O)CCc2ccccc2)c1 | -6% | 29% | -2% | i | 7%
CC(C(=O)Nc1ccccc1-c1ccccc1)N(C)Cc1nc2ccccc2c(=O)[nH]1 (centres undefined) | 15% | 43% | 5% | 5.4% | -2%

Among those listed so far, these have a CF3 group.
SMILES | PhoP GFP inhibition | tuberculosis growth | M. tuberculosis HTS | VEEV TC-83 Vero | influenza NS1A | others
CCOC(=O)C1(C(F)(F)F)N=C(C(F)(F)F)Nc2ccccc21 (centres undefined) | -2% | -7% | -5% | i | -1%
COC(=O)c1cn(N(C)c2ncc(C(F)(F)F)cc2Cl)c(=O)c2ccccc12 | -9% | -3% | 0% | i | 6%

Later entries.
SMILES | PhoP GFP inhibition | tuberculosis growth | M. tuberculosis HTS | VEEV TC-83 Vero | influenza NS1A | others
CCN(CC(=O)Nc1c(F)cccc1F)C(=O)CSc1ccccc1 | 9% | -10% | -3% | 0.2% | -9%
CCN(CC)C(=N)/C(C#N)=N/Nc1ccc(C)cc1 | -5% | -7% | -9% | 0.5% | 2%
CCCCCCOc1cccc(N)c1 | -17% | ? | ? | 0.6% | 2%
Nc1ncnc(Nc2c(F)cccc2F)n1 | -7% | 10% | -8% | 2.3% | -4%
CC(=O)Oc1ccccc1C(=O)Nc1ccccc1C(=O)N1CCCC1 | -7% | 10% | 2% | 0.7% | 2%
CCOC(=O)N1CCN(Cc2cc(Cl)c3cccnc3c2O)CC1 | 62µM* | 3.5µM* | 11µM* | / | /
C#CCOCCOCCOCCNc1nc(N2CCN(C(=O)[C@H](CCCCN)n3cc([C@@H](N)C(C)CC)nn3)CC2)nc(N2CCN(C(=O)[C@H](CCCCN)n3cc([C@@H](N)CC(C)C)nn3)CC2)n1 (some centres undefined) | 9% | 64% | 43% | 0.6% | -4%
CC1(C)Cc2c(sc(NC(=O)c3ccc(S(=O)(=O)N4CCCCCC4)cc3)c2C(N)=O)C(C)(C)N1 | -2% | 41% | 8% | 1.1% | -12%
Cc1nc(SCC(=O)N2CCCC2=O)nc(C)c1C | / | -3% | -8% | i | 0%
O=C(NCCCN1CCN(CCCNC(=O)c2cc([N+](=O)[O-])ccc2Cl)CC1)c1cc([N+](=O)[O-])ccc1Cl | 0% | 12% | -4% | 2.5% | 6%
COc1ccc(-n2c(C)cc(/C=N/Nc3nnc(C)n3N)c2C)cc1 | 1% | 67% | ? | 9.9% | 11%
CCOc1ccc(N2C(=O)CC(NCc3ccc(S(N)(=O)=O)cc3)C2=O)cc1 (centres undefined) | 1% | 5% | 2% | 0.4% | -2%
Cn1sc(NC(=O)c2ccccc2Cl)nc1=O | 1% | 38% | 9% | i | -3%
CC(C)(C)OC(=O)N1CCC(C(=O)Nc2cccc(C(=O)NC3CC3)c2)CC1 | / | / | / | 0.7% | -4%
COc1ccc(CN(Cc2cccn2C)C(=O)c2cc3cc(OC)ccc3[nH]2)cc1 | 3% | 22% | 3% | 11% | 3%
COc1ccc(OC)c(Cc2nnc(CCC(=O)NC(C3CC3)C3CC3)o2)c1 | -12% | 0% | 1% | 0.4% | 11%
Cc1ccc(S(=O)(=O)NCC2CCC(C(=O)NCc3ccc4c(c3)OCO4)CC2)cc1 (centres undefined) | 1% | 4% | -1% | i | -4%
O=C(CN1C(=O)c2ccccc2C1=O)Nc1cc([N+](=O)[O-])ccc1O | -5% | 5% | -2% | 1.4% | -8%
Cc1ccc(S(=O)(=O)CCC(=O)OCC(=O)c2c(C)[nH]c3ccccc23)cc1 | 14% | 3% | -3% | i | -3%
CS(=O)(=O)Nc1cccc(C(=O)CC2(O)C(=O)Nc3ccc(Br)cc32)c1 (centres undefined) | 20% | 0% | 4% | 0.4% | -8%
C/C(=N\N)c1c(-c2ccccc2)c2cc(Br)ccc2[nH]c1=O | 3% | 4% | 15% | 1.0% | 3%
O=C(CN1CCOCC1)Nc1ccc(S(=O)(=O)NC2CCCCC2)cc1 | 7% | -34% | -2% | 0.1% | -1%
CCCCNC(=O)C1CCC(CNS(=O)(=O)c2cccc3nsnc23)CC1 (centres undefined) | -17% | -4% | 2% | i | 2%
CCOc1cc(Br)c(C(C)NC(=O)c2cccnc2)cc1OCC (centres undefined) | 4% | 12% | 1% | i | /
Cc1ccc(N2CCN(C(=O)c3ccccc3Br)CC2)c(C)c1 | -8% | 39% | -1% | 2.8% | -10%
COc1cc(NC(=S)Nc2cccnc2)cc(OC)c1 | -13% | 11% | -3% | 1.4% | 6%
CCOC(=O)c1oc2nc(CC(C)C)c3c(c2c1N)CCC3 | 0% | 73% | ? | i | 1%
Cn1c(=O)[nH]c(=O)c2c1nc(N1CCOCC1)n2CCSc1nc2ccccc2[nH]1 | -12% | 5% | 0% | i | 21%
C[C@@H](NC(=O)c1nc[nH]c1C(=O)N1CCN(c2ccccc2)CC1)c1ccccc1 | / | 58% | 1% | 12% | 11%

In the list so far, these contain an NH in an aromatic ring.
SMILES | PhoP GFP inhibition | tuberculosis growth | M. tuberculosis HTS | VEEV TC-83 Vero | influenza NS1A | others
CCOC(=O)c1c(C)[nH]c(C(=O)OC(C)C(=O)Nc2ccccc2OC)c1C (centres undefined) | 6% | -6% | 2% | 9.9% | -6%
CCC(Sc1n[nH]c(=O)[nH]c1=O)C(=O)OCc1ccccc1 (centres undefined) | 2% | -19% | -1% | 2.9% | 8%
CCCN(CCC)c1ncnc2nc[nH]c12 | -9% | / | -4% | 1.6% | 2%
CC(C(=O)Nc1ccccc1-c1ccccc1)N(C)Cc1nc2ccccc2c(=O)[nH]1 (centres undefined) | 15% | 43% | 5% | 5.4% | -2%
COc1ccc(CN(Cc2cccn2C)C(=O)c2cc3cc(OC)ccc3[nH]2)cc1 | 3% | 22% | 3% | 11% | 3%
Cc1ccc(S(=O)(=O)CCC(=O)OCC(=O)c2c(C)[nH]c3ccccc23)cc1 | 14% | 3% | -3% | i | -3%
C/C(=N\N)c1c(-c2ccccc2)c2cc(Br)ccc2[nH]c1=O | 3% | 4% | 15% | 1.0% | 3%
Cn1c(=O)[nH]c(=O)c2c1nc(N1CCOCC1)n2CCSc1nc2ccccc2[nH]1 | -12% | 5% | 0% | i | 21%
C[C@@H](NC(=O)c1nc[nH]c1C(=O)N1CCN(c2ccccc2)CC1)c1ccccc1 | / | 58% | 1% | 12% | 11%
